# Neddyl block – cullin neddylation inhibition. P61081+Q13564. TR-FRET cullin neddylation, biochemical. calls only at 25 µM. 0.58% of 360,000 active; in the data active means inhibition above about 36%
# Target sequence (P61081 whole entry, looked up): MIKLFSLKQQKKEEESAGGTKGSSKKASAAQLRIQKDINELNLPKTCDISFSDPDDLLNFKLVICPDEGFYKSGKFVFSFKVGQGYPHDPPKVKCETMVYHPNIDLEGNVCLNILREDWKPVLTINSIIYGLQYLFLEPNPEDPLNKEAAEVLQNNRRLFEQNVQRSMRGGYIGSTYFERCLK
# Target sequence (Q13564 whole entry, looked up): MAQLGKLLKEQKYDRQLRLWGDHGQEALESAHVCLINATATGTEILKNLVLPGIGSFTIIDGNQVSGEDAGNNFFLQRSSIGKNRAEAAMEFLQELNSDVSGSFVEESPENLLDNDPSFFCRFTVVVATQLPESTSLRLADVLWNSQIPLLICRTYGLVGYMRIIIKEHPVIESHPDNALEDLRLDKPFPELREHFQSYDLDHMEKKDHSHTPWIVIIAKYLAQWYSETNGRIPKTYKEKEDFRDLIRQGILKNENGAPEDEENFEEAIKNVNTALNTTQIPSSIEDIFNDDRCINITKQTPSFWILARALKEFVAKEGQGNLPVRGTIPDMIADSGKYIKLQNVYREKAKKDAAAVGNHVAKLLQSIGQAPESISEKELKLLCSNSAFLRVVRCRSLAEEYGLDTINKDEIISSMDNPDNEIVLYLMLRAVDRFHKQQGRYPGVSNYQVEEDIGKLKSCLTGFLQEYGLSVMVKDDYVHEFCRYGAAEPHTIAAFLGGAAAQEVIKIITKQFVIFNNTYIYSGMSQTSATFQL
# Rin1-Abl PPI inh – blocks binding of human Rin1 to Abl | P00519+Q13671 | TR-FRET Rin1/Abl binding, biochemical | inhibition, % at 7.35 µM | 0.4% of 360,000 active | AID 588664; in the data active means inhibition above about 5%, passing the limit was not always enough
# TbMetRS inhib – blocks T. brucei methionyl-tRNA synthetase activity | purified T. brucei MetRS, ATP depletion, Kinase-Glo luminescence | inhibition, % at 11.9 µM | 0.4% of 360,000 active | AID 624268;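 active means inhibition above a per-plate cutoff of the control wells' mean inhibition plus 3 SD, cut at about 5.5% in these data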;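 further: 0% = DMSO wells median and 100% = median of wells with control inhibitor compound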
#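 Test system: purified T. brucei MetRS enzyme. Also added: ATP, methionine and E. coli bulk tRNA substrates. Compound: 11.9 µM single point. Schedule: 15 min enzyme-compound preincubation, 2 h reaction, 10 min detection, 25 °C. Signal: luciferase luminescence of residual ATP, Kinase-Glo. Evaluation: percent inhibition versus plate control medians. Controls: DMSO wells, low control.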
# FAS-TE inh – blocks the thioesterase domain of human fatty acid synthase; inhibition, % at 15 µM; AID 602261; 0.67% of 360,000 active; P49327; recombinant FAS-TE, OMFH fluorogenic substrate, fluorescence endpoint;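 active means compounds whose normalised, plate-corrected inhibition of enzyme fluorescence in the single-dose primary screen is 50% or more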;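 further: 0% = DMSO with enzyme and 100% = substrate without enzyme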
# CSN deneddyl inh – inhibitors of human CSN-mediated cullin deneddylation | Q92905 | Purified CSN, SCF-Nedd8-OG deneddylation, fluorescence polarization | inhibition, % at 12.5 µM | 0.38% of 360,000 active;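 active means pattern-corrected inhibition above about 35%, with an unprinted fluorescence ratio check between 0.5 and 1.5, limit read from the data, passing the limit was not always enough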;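 further: 0% = enzyme with substrate and 100% = substrate without enzyme; some results filed as inactive read as strong as hits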
# Target sequence (Q92905 whole entry, looked up, one chain of several): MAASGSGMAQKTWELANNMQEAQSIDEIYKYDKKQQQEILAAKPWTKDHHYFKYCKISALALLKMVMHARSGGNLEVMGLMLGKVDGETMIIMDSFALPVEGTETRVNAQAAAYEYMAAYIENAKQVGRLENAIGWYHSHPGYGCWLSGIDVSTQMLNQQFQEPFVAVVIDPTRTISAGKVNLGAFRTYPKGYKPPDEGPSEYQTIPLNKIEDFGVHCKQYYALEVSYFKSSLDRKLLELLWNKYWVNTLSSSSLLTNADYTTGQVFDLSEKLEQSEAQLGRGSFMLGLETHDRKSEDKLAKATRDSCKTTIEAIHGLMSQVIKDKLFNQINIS
#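 Test system: Human Csn5 produced in HEK293T cells | Compound: 12.5 µM single point | Times: 90 min, room temperature | Signal: Fluorescence polarization readout | Read-out basis: % inhibition of substrate cleavage by Csn5 | Controls: no-enzyme wells high, enzyme-with-substrate wells low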
# E coli Lon inh – inhibits E. coli Lon protease; P0A9M0; purified E. coli Lon protease, fluorescence polarization; inhibition, % at 7.94 µM; 0.42% of 360,000 active; AID 602123; in the data active means inhibition above about 13%, passing the limit was not always enough;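 further: 0% = enzyme with probe and DMSO and 100% = no enzyme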
# MsrA inhibitor – bovine MsrA inhibition. 0.75% of 360,000 active. inhibition, % at 15.5 µM. purified bovine MsrA, absorbance read-out; in the data active means inhibition above about 4.5%;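 further: 0% = vehicle wells with enzyme and 100% = reference inhibitor wells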
# PABP1 MLLE inh – blocks PAM2 peptide binding to the PABP1 MLLE domain | P11940 | GST-MLLE / FITC-PAM2 fluorescence polarization | inhibition, % at 20 µM | 0.36% of 360,000 active | AID 588489; in the data active means inhibition above about 35%, passing the limit was not always enough;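 further: plate controls were DMSO wells with GST-MLLE for no effect and wells lacking GST-MLLE protein for full effect; some results filed as inactive read as strong as hits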
# MsrA act – bovine methionine sulfoxide reductase A activation. purified bovine MsrA, absorbance read-out. activation, % at 10.6 µM. 0.3% of 360,000 active; in the data active means activation above about 7.5%;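 further: 0% = vehicle and 100% = reference activator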
# Starred values were filed as active, the others as inactive; i = inactive; x = no result given; + = active, no number; & = joins results of further samples. Outcome played no part in choosing rows; about 4% have a hit in one of these screens.
SMILES,Neddyl block,Rin1-Abl PPI inh,TbMetRS inhib,FAS-TE inh,CSN deneddyl inh,E coli Lon inh,MsrA inhibitor,PABP1 MLLE inh,MsrA act
CCC(=O)c1ccc(N2CCOCC2)c(F)c1,i,-2,-0.8,-1,-9,-2,0.2,11,2
COc1cccc(C2=NO[C@@H]3C(=O)N(c4ccc5c(c4)OCCO5)C(=O)[C@H]23)c1OC,i,-2,0.1,-3,4,-7,0.4,-1,-4
COc1cccc(Nc2nc3ccccc3n2C(C)C)c1,i,-5,-0.2,-9,-2,-5,-0.9,3,-2
CCCCNC(=S)N(C)/N=C/c1ccc(OCC(=O)Nc2ccc(OC)cc2)c(OC)c1,i,1,-1.5,41,-3,14,6.5*,-66,-11
COc1ccc(-n2c(C)nc3cc(C(=O)N4CCOCC4)ccc32)cc1,i,-1,-1.2,-8,-1,-5,1.8,-12,-4
O=C(NCc1ccccn1)/C(=C/c1ccco1)NC(=O)c1ccccc1,i,1,0.2,-16,-2,-6,1.1,-3,-4
O=C1CSC(=S)N1N=Cc1c[nH]c2ccc(Br)cc12,i,1,0.9,5,6,-143,1.3,-49,-1
CC(=O)c1ccc(N2C(=NC(=O)C(C)C)SC3CS(=O)(=O)CC32)cc1 (stereo not drawn),i,-3,-0.4,-2,-4,6,-0.5,10,0
O=C(Cc1ccccc1)Nc1ncccc1Cl,i,1,0.1,-3,2,5,0.3,0,-6
O=C(CCc1c[nH]c2ccccc12)OCc1cccc(C(F)(F)F)c1,i,0,0.4,29,3,6,0.0,-9,-2
CCCCCc1ccc(S(=O)(=O)NCCc2ccncc2)cc1,i,0,0.2,17,4,8,-1.1,10,0
CC(O)CNc1nc(N)[nH]c(=O)c1N=Nc1ccccc1 (stereo not drawn),i,-2,0.2,-10,-3,-8,1.7,6,4
COc1cccc2cc(C(=O)N3C(C)CCCC3C)c(=O)oc12 (stereo not drawn),i,1,-0.8,-1,3,1,0.5,7,-5
CC(C)CN(CC(C)C)C(=O)CN1C(=O)NC2(CCc3ccccc3C2)C1=O (stereo not drawn),i,2,-1.5,0,-1,-3,-1.4,-8,-2
CN(Cc1ccccc1)C(=O)Cn1c(=O)oc2cc(S(=O)(=O)N3CCCC3)ccc21,i,3,-0.5,-4,6,-4,-0.7,2,-2
N#Cc1c(N)nc2c(c1-c1ccccc1)CCC2,x,2,-0.3,5,2,0,2.1,1,-3
CC(C)Cc1ccc(CN2CCCC(NC(=O)c3cnc4ccccn4c3=O)C2)cc1 (stereo not drawn),x,-2,0.2,22,6,-4,-0.3,4,-2
COc1cccc(C(=O)NC(=S)Nc2ccccc2N2CCOCC2)c1,i,2,0.1,19,4,-3,x,28,-3
Cc1ccc2nsnc2c1N(S(C)(=O)=O)S(C)(=O)=O,i,-6,-1.9,-2,4,-7,-0.6,0,-11
COC(=O)c1c(-c2ccccc2)csc1NC(=O)CSc1ncnc2sc(C)c(C)c12,i,-1,-1.1,15,0,-5,-0.8,-4,-3
COc1ccc(-c2nc(N)nc(C)c2Oc2ccccc2Br)c(O)c1,i,-3,-0.1,29,1,3,0.6,11,-4
ClCCN1C2=NCCCN2c2ccccc21,i,0,-0.5,-3,2,-3,-0.2,7,-5
O=C1/C(=C/Nc2ccc3c(c2)OCO3)CCc2ccccc21,i,4,-1.1,-7,13,-30,-0.7,-113,-4
CCOc1cc(/C=N/NC(=O)CNc2cccc(C)c2)ccc1OC(=O)c1ccccc1,i,1,-0.6,7,2,11,0.9,-8,5
O=C(NCc1ccccc1)C12CC3CC(CC(Cl)(C3)C1)C2,i,-7,-0.3,7,3,10,-1.0,2,0

# Whole records, looked up by structure:
# `N#Cc1c(N)nc2c(c1-c1ccccc1)CCC2` across the screens: Neddyl block: x; Rin1-Abl PPI inh: 2; TbMetRS inhib: -0.3; FAS-TE inh: 5; CSN deneddyl inh: 2; E coli Lon inh: 0; MsrA inhibitor: 2.1; PABP1 MLLE inh: 1; MsrA act: -3
# `CC(O)CNc1nc(N)[nH]c(=O)c1N=Nc1ccccc1` (stereo not drawn) across the screens: Neddyl block: i; Rin1-Abl PPI inh: -2; TbMetRS inhib: 0.2; FAS-TE inh: -10; CSN deneddyl inh: -3; E coli Lon inh: -8; MsrA inhibitor: 1.7; PABP1 MLLE inh: 6; MsrA act: 4

# Next section:
SMILES,Neddyl block,Rin1-Abl PPI inh,TbMetRS inhib,FAS-TE inh,CSN deneddyl inh,E coli Lon inh,MsrA inhibitor,PABP1 MLLE inh,MsrA act
Cc1c(-c2nc(-c3ccc(C(F)(F)F)cc3)no2)n(C)oc1=O,+,5,-0.2,5,5,0,0.3,10,0
Cc1cc(NC(=O)CSCC(=O)N(c2cccc(Cl)c2)C(C(=O)NC2CCCCC2)c2ccc(O)c(O)c2)no1 (stereo not drawn),i,3,0.5,-13,-18,2,-1.9,0,-2
CCOC(=O)c1nc(C)n(-c2ccc(Cl)cc2Cl)n1,i,-1,-0.2,-2,0,0,x,-13,-1
c1ccc2c(Cn3ccnc3)c[nH]c2c1,i,4,0.3,-13,2,-8,-0.2,5,0
O=C(O)c1ccccc1-c1ccc(/C=C2\SC(=O)N(c3ccccc3)C2=O)o1,i,-2,-0.3,-10,5,-3,-0.6,-1,0
COc1ccc(-c2sc(Nc3cccc4ccccc34)n[n+]2C)c(C)c1C,+,5,-0.2,10,-2,3,-0.8,7,1
CCOC(=O)C1(Cc2ccc(OC)cc2)CCN(C(=O)C2CC(=O)N(C3CC3)C2)CC1 (stereo not drawn),i,-4,0.5,-4,-2,-3,-0.7,2,-1
O=C(CNC(=O)c1cc(Cl)nc2ccccc12)Nc1ccccc1Br,i,-2,-0.4,0,0,7,-1.2,-2,-2
Cc1nn2cc(-c3ccc(Cl)cc3)nc2s1,i,1,-0.6,-2,-4,-1,-0.8,-10,2
COC(=O)c1ccc([C@H]2CC(=O)O2)cc1,i,3,-0.2,-13,-8,10,0.6,6,-10
Nc1ccc(C(=O)Nc2ccc3nc(-c4cccnc4)[nH]c3c2)cc1,i,-4,-1.1,-3,-4,-4,2.7,-19,-9
NNC(=O)Cc1cc(=O)[nH][nH]1,i,3,-0.4,-8,0,15,0.7,-1,-2
Cc1ccc(-c2c(C(=O)N3CCOCC3)oc(=O)c3ccccc23)cc1,i,-1,-0.4,-3,-3,-5,1.3,-7,-13
CCCOc1c(Br)cc(C(=O)OCc2cc(=O)n3ccsc3n2)cc1OC,i,3,-0.3,13,1,1,-0.1,-6,1
O=C(COC(=O)c1nc(Cl)ccc1Cl)NCc1cccs1,i,-1,-0.3,-3,2,-6,0.5,-2,-11
Cc1ccc(S(=O)(=O)Nc2nc(C)c(C(=O)NNS(=O)(=O)c3ccccc3)s2)cc1,i,-3,0.3,-7,-1,-4,0.9,6,-4
COc1cc(-c2[nH]ncc2CN2CCCC2c2nonc2C)cc(OC)c1OC (stereo not drawn),i,2,-0.3,-6,2,1,-0.7,-1,-4
Cc1ccc(C(O)c2ncc(-c3cccc4ccccc34)[nH]2)c(C)c1 (stereo not drawn),i,-3,0.1,5,0,-5,-1.2,-3,5
OCCN1CCN(C(=S)Nc2cccc(C(F)(F)F)c2)CC1,i,4&0,-0.3&-0.9,-7&1,0&3,-4&-4,0.3&0.8,-39&-6,-5&-3
CC(C)(C)n1nc2c(c1NC(=O)c1cc3ccccc3o1)CS(=O)(=O)C2,i,0,-0.1,2,3,5,0.1,12,-9
CNS(=O)(=O)c1cccc(C(=O)OCC(=O)N2CCCC2)c1,i,1,-1.6,-2,1,1,-0.9,-9,-10
O=C1c2ccccc2NC(c2ccc(-c3ccc(F)cc3)o2)N1O (stereo not drawn),i,-2,-0.3,-3,2,-15,0.5,-5,-10
Cc1cc(NC(=S)N(Cc2cccc(Br)c2)CC2CCC(C(=O)O)CC2)ccc1Cl (stereo not drawn),i,-2,-0.7,46,-2,-2,-0.9,-22,-6
Cc1nc2ccc(C(=O)N3CCN(c4ccccc4)CC3)cc2s1,i,3,-0.3,0,-1,-4,-0.2,-1,2
Cc1ccccc1OCC(=O)Nc1ccc(S(=O)(=O)Nc2ccccn2)cc1,i,3,0.4,-6,-14,-6,0.4,-9,-2
# (list continues)
SMILES,Neddyl block,Rin1-Abl PPI inh,TbMetRS inhib,FAS-TE inh,CSN deneddyl inh,E coli Lon inh,MsrA inhibitor,PABP1 MLLE inh,MsrA act
CCCC(C)C(=O)Nc1ccc(S(=O)(=O)N2CCCC2)cc1 (stereo not drawn),i,0,0.5,-4,0,3,-1.1,-22,-1
COc1ccc(OC)c(C=NNC(=O)c2ccc(NS(=O)(=O)c3cccs3)cc2)c1,+,1,0.2,-2,2,-5,4.4,-13,-4
COCCN(CCOC)S(=O)(=O)c1ccc(C(=O)Nc2c(C)n(C)n(-c3ccccc3)c2=O)cc1,i,-1,-0.5,-7,3,-4,1.2,13,-7
CN(C)CCNc1ncnc2sc(-c3ccccc3)cc12,i,0,-0.8,-5,-5,-9,1.1,-25,0
Cc1ccccc1CSCc1nc(N)nc(Nc2ccccc2C)n1,i,1,-0.9,9,-13,6,-0.8,2,-1
O=c1cc(COn2nnc3ccc(C(F)(F)F)cc32)nc2sccn12,i,0,0.1,13,-4,3,0.5,-5,2
COc1cccc(OCc2cc(C(=O)NCc3cnc4ccccn34)no2)c1,i,-3,4.8,-4,-2,-9,-0.3,-11,-3
N#Cc1ccccc1NC(=O)COc1ccc2c(c1)OCO2,i,1,0.1,-1,-5,3,-0.4,-6,-1
O=C(NC(N1CCOCC1)C(Cl)(Cl)Cl)c1ccc(F)cc1 (stereo not drawn),i,1,-0.5,-5,-10,1,-1.6,-8,-5
Cc1cccc(N(CC(=O)N2CCCCCC2)S(C)(=O)=O)c1C,i,1,-1.3,-4,0,-4,-1.1,-3,-10
Cc1ccc(CNC(=O)C2CC3Cn4c(nc5ccccc54)C3N2C)o1 (stereo not drawn),i,-2,0.0,-12,2,-2,1.0,1,-3
COC(C(=O)Nc1ccccc1C(=O)N1CCOCC1)c1ccccc1 (stereo not drawn),i,-2,-0.6,1,-4,-5,-0.3,11,-3
CC(=O)N1c2ccc(S(=O)(=O)NCCC(=O)Nc3ccc(C)c(Cl)c3)cc2CC1C (stereo not drawn),i,-2,0.4,-2,1,-4,1.2,3,-2
CC1CCCC(C)N1C(=O)CSc1ncccn1 (stereo not drawn),i,4,-0.2,-2,0,-5,1.1,-5,-1
Cc1ccc(N2CCN(CC(O)COc3ccc([N+](=O)[O-])cc3)CC2)cc1 (stereo not drawn),i,3,1.9,15,-1,-7,2.5,4,-3
O=C(CSc1nnc(C2CC2)n1C1CC1)c1ccc(Br)s1,i,-10,0.7,6,0,-10,0.6,-13,-3
CCN(C[C@H]1N[C@@](CC)(C(=O)OC)[C@H]2C(=O)N(Cc3ccccc3)C(=O)[C@@H]12)C(=O)COc1ccccc1,i,1,1.1,-4,-5,9,0.3,-3,-2
Cc1ccnc(N2C3CCC2CC(O)(c2ccccc2)C3)n1 (stereo not drawn),i,1,0.0,-4,8,-11,-0.3,6,-2
COc1ccc(NC(=O)CC(c2ccc(F)cc2)c2ccc(OC(C)C)cc2)cc1 (stereo not drawn),i,2,-0.9,6,-6,-13,0.4,1,1
O=C1NC(c2ccc(Br)cc2)Nc2sc3c(c21)CCC3 (stereo not drawn),i,-3,0.5,1,5,-5,0.7,-4,-2
Cc1ccc(NC(=O)C2C3CCCC2C3c2ccccc2)cc1 (stereo not drawn),i,1,-0.9,-13,-5,11,-0.6,6,-9

# Compound activity from PubChem BioAssay.
